# From PubChem BioAssay
# UBC13 inh = blocks human UBC13 polyubiquitin chain formation; TR-FRET; inhibition, % at 20 µM; actives 0.47% (n = 330,000); in the data active means inhibition above about 45%, passing the limit was not always enough
# Target sequence (P61088 whole entry, looked up): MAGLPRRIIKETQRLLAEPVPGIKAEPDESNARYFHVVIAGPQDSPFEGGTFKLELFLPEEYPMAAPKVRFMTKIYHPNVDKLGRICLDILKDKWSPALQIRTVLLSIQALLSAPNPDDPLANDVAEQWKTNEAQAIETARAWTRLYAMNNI
# CXCR6 inh = inhibitors of human CXCR6 receptor; O00574; CHO-K1 PathHunter CXCR6 beta-arrestin, luminescence; inhibition, % at 20 µM; actives 0.36% (n = 360,000); in the data active means inhibition above about 34%, passing the limit was not always enough;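 further: antagonist mode with CXCL16 agonist at 10 nM final; 0% = 10 nM CXCL16 with DMSO and 100% = unstimulated wells without agonist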
# APJ antag = antagonists of human APJ apelin receptor; P35414; CHO-K1 APJ beta-arrestin complementation, luminescence; inhibition, % at 20 µM; actives 0.32% (n = 330,000);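 active means inhibition above about 40% at 20 µM, limit read from the data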;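 further: cells challenged with 10 nM apelin-13 agonist together with compound; plate controls were apelin-13 plus DMSO wells for no effect and DMSO wells lacking apelin-13 for full effect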
# APJ agonist = agonists of human APJ apelin receptor. P35414. CHO-K1 APJ PathHunter beta-arrestin, luminescence; 0% DMSO wells, 100% apelin. activation, % at 20 µM. actives 0.11% (n = 330,000);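 active means activation more than six SD over the plate average, tested at 20 µM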;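 further: 0% = DMSO alone and 100% = apelin-13 at 10 nM; some results filed as inactive read as strong as hits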
#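 assay system = CHO-K1 APJ beta-arrestin complementation cell line | input = cell density 1000 per well | dosing = compound 20 µM once, DMSO 1% | timing = compound 90 min 25 °C, reagent 1 h | measured by = luminescence from split beta-galactosidase complementation, Galacton Star/Emerald II substrate | read-out basis = APJ agonist activity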
# EBI2 block = EBI2 (human) antagonism; actives 0.81% (n = 360,000); inhibition, % at 5 µM; EBI2 beta-arrestin recruitment, luminescence, 7a,25-OHC stimulated; in the data active means inhibition above about 38%;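 further: enzyme fragment complementation signal reports receptor beta-arrestin coupling in cells; 0% = agonist plus DMSO wells and 100% = wells without agonist; some results beyond the cut were filed as inactive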
# Target sequence (P32249 whole entry, looked up, the tested form may be a part): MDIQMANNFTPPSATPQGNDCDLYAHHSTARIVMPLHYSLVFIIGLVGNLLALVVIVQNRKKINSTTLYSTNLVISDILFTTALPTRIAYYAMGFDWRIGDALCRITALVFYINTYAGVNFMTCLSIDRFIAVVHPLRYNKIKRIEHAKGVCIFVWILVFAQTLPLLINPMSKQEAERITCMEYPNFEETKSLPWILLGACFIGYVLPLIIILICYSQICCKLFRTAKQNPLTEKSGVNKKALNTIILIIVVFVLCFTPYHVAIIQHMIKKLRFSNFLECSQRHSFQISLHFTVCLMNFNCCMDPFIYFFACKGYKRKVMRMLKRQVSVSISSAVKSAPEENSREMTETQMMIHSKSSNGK
# Gli-Sufu block = Gli-Sufu pathway antagonism. inhibition, % at 5 µM. actives 0.74% (n = 340,000). Sufu-KO-LIGHT fibroblasts, Gli luciferase reporter luminescence;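 active means inhibition above about 55%, limit read from the data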;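 further: 0% = DMSO-treated cells and 100% = wells with medium but no cells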
# CCR6 antag = CCR6 (human) receptor antagonism; AID 493098; CHO-K1 CCR6 PathHunter beta-arrestin, luminescence, CCL20-stimulated; actives 0.49% (n = 340,000); P51684; inhibition, % at 20 µM;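 active means compounds whose inhibition of the agonist-driven luminescence signal at 20 µM reaches about 50%, limit read from the data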;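 further: cells stimulated with CCL20 at 14 nM final; plate controls were DMSO with CCL20 for no effect and DMSO without agonist for full effect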
# ATG4B inhibitor = blocks human ATG4B protease cleavage of LC3 substrate | ATG4B cleavage of LC3-PLA2, NBD-HPC fluorescence, 1 h | actives 0.51% (n = 340,000) | inhibition, % at 8.33 µM | Q9Y4P1; in the data active means inhibition above about 40%
# Target sequence (Q9Y4P1 whole entry, looked up): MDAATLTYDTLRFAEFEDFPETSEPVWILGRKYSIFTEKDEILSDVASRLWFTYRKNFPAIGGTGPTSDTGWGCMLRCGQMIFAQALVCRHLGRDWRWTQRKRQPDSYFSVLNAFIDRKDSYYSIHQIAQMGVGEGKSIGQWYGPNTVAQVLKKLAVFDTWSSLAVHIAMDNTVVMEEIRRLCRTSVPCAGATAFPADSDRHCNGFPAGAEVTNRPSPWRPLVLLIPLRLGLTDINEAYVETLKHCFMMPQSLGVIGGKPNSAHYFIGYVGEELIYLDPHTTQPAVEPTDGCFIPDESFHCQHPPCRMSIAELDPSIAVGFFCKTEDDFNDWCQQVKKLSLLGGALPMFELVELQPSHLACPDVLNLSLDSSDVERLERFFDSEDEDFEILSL
# * marks the source's active call; other numbers are inactive results; / = not tested or not shown.
SMILES,UBC13 inh,CXCR6 inh,APJ antag,APJ agonist,EBI2 block,Gli-Sufu block,CCR6 antag,ATG4B inhibitor
O=C(Nc1cccc(C(F)(F)F)c1)C1C2CC3OC(=O)C1C3C2 (centres undefined),5,6,-2,0,7,6,9,-2
Cc1ccc(C)c(S(=O)(=O)N2CCN(CC(=O)Nc3ccc([N+](=O)[O-])cc3)CC2)c1,4,4,-9,-2,39,14,3,-8
CC(=O)N1CCc2c(sc(NC(=O)CN3C(=O)CCC3=O)c2C(N)=O)C1,-12,3,-61,-1,-10,-6,-9,-5
NC1=NC(=O)/C(=C\c2cccs2)S1,-20,-12,2,-1,-6,-7,4,-3
COc1ccc(/C(C)=N/NC(=O)OC(C)(C)C)cc1[N+](=O)[O-],-22,-4,-13,3,-5,4,7,-13
C=CCNC(=O)c1onc(CSc2cccc3ccccc23)c1C(=O)O,-10,-4,2,-3,-1,2,-7,-6
Cc1oc(-c2ccccc2Cl)nc1CS(=O)CC(=O)NCCc1ccccc1 (centres undefined),1,2,-6,1,9,3,7,3
O=C(NC1CC1)c1cc2cc(Br)ccc2s1,0,-4,-1,-2,-7,4,12,-6
Cn1cc(CNCc2cn(C)nc2-c2ccc(C3CCCCC3)cc2)cn1,5,-4,-11,-2,5,-4,4,-10
O=C(O)c1ccc(SCc2ccccc2)nc1,1,0,25,-7,-1,-2,-9,-2
CC(=O)Nc1ccc(NC(=O)CSc2nc(C)nc3sc(C)c(C)c23)cc1,1,-4,6,-2,1,5,6,15
O=[N+]([O-])c1ccc(-c2ccc(S(=O)(=O)N3CCOCC3)cc2)cc1,-11,-6,3,3,12,6,11,1
O=C(c1ccc([N+](=O)[O-])cc1)N1CCSC1c1ccccc1 (centres undefined),-8,-6,-4,-2,-3,2,-7,5
COc1ccc(C(=O)Nc2cc(OC)cc3cccnc23)cc1,3,1,13,-4,3,5,3,-5
Cc1cc(=O)n2nc(N3CCC(C(=O)NC(C)c4ccccc4)CC3)sc2n1 (centres undefined),-4,-7,-8,5,-7,-1,3,-9
COc1cccc(-c2nc(Cc3ccc(OC)c(OC)c3)no2)c1,-2,-2,-23,2,-11,-6,9,-13
CC(NC(=O)c1ccc(N(C)C)cc1)C(c1cccs1)N1CCN(C)CC1 (centres undefined),3,-4,9,-1,5,-9,5,-15
CC(C(=O)OCC(=O)NC1CCCCC1)N1C(=O)c2ccccc2C1=O (centres undefined),12,6,0,-1,3,6,4,-8
Oc1c(CN2CCCCC2)ccc2cccnc12,/,-12,/,/,-7,25,-10,-1
CSc1ccc(C(=O)NCC(c2ccco2)N(C)C)cc1[N+](=O)[O-] (centres undefined),-1,6,4,-3,-6,-5,14,-5

# Continued; the last 2 above are carried over.
SMILES,UBC13 inh,CXCR6 inh,APJ antag,APJ agonist,EBI2 block,Gli-Sufu block,CCR6 antag,ATG4B inhibitor
Oc1c(CN2CCCCC2)ccc2cccnc12,/,-12,/,/,-7,25,-10,-1
CSc1ccc(C(=O)NCC(c2ccco2)N(C)C)cc1[N+](=O)[O-] (centres undefined),-1,6,4,-3,-6,-5,14,-5
S=c1[nH]nc(-c2ccc(Cl)cc2)n1-c1ccc2c(c1)OCCO2,1,-2,17,-4,-5,-10,34,-4
COc1ccc(Nc2ncnc3c2oc2ccccc23)cc1,5,6,9,-3,-4,6,26,-6
CCC(C)[C@H](NC(=O)N1CC(=O)Nc2ccccc21)C(=O)Nc1ccccc1C (some centres undefined),0,4,3,-4,-4,-5,15,-4
COc1ccc(C(=O)NNC(=O)CSc2nnc(COc3ccccc3OC)n2C)cc1,-5,4,2,-2,-1,-5,9,-3
CCOc1ccc(NC(=O)c2ccc(CNc3c(N4CCCC4)c(=O)c3=O)cc2)cc1,19,-13,-4,1,3,0,2,-8
Cc1ccc(NC(=O)CCc2nnc3ccc(NCc4ccco4)nn23)nc1,-8,-2,-6,-5,-2,-9,11,-1
Cc1nc(N)[nH]c(=O)c1Oc1cccc(C(F)(F)F)c1,-2,0,-12,1,2,10,12,4
Cc1ccc(N(CC(=O)NCc2ccc(F)cc2)C(=O)CCC(=O)Nc2ccccn2)cc1C,1,-3,2,-1,4,-2,9,-1
CC(C)OCCCNC(=O)c1ccc(N(C)S(C)(=O)=O)cc1,-2,1,10,-3,13,-3,-7,0
Cc1ccc(C)c(SCC(=O)NC(=O)Nc2ccc3c(c2)OCCO3)c1,7,-15,10,-4,-1,-6,-3,-3
COc1ccc([N+](=O)[O-])cc1NC(=O)COC(=O)C1CC1,14,-4,1,-2,-3,-1,11,-8
NC(=O)c1c(NC(=O)C(=O)N2CCOCC2)sc2c1CCC2,16,-5,15,-8,-3,2,2,6
N#CC(C#N)=Cc1c[nH]c(=O)c(C#N)c1Nc1ccccc1,3,2,-1,-2,-7,1,0,-10
CC1Nc2ncnc(N3CCN(c4ccccn4)CC3)c2N(Cc2ccccc2)C1=O (centres undefined),-4,68*,65*,-20,45*,15,79*,-7
COc1cccc(NC(=O)C2C3C=CC(C3)C2C(=O)O)c1 (centres undefined),3,1,-15,1,-11,-15,1,-3
CC(C)CCNC(=O)CN(Cc1ccco1)C(=O)c1snc(C(N)=O)c1N,26,2,-6,-3,-13,8,9,-4
COc1cc(/C=C(\C#N)C(=O)Nc2cc(C(F)(F)F)ccc2Cl)ccc1OCC(=O)Nc1cccc(C(F)(F)F)c1,20,-9,-3,-3,-9,-5,6,32
COCCCNC(=S)NNC(=O)c1ccoc1C,8,-9,-2,0,-8,-3,4,-2
O=c1nc2n(c3cccc(Cl)c13)CCCCC2,-2,-4,-4,-1,-10,-11,10,0
COc1ccc(CNC(=O)C2CCN(C(=O)c3csc(Nc4ccc(C)cc4)n3)CC2)cc1,6,0,-1,0,23,16,14,-11

# The last 4 entries of the part above lead into the next.
SMILES,UBC13 inh,CXCR6 inh,APJ antag,APJ agonist,EBI2 block,Gli-Sufu block,CCR6 antag,ATG4B inhibitor
COc1cc(/C=C(\C#N)C(=O)Nc2cc(C(F)(F)F)ccc2Cl)ccc1OCC(=O)Nc1cccc(C(F)(F)F)c1,20,-9,-3,-3,-9,-5,6,32
COCCCNC(=S)NNC(=O)c1ccoc1C,8,-9,-2,0,-8,-3,4,-2
O=c1nc2n(c3cccc(Cl)c13)CCCCC2,-2,-4,-4,-1,-10,-11,10,0
COc1ccc(CNC(=O)C2CCN(C(=O)c3csc(Nc4ccc(C)cc4)n3)CC2)cc1,6,0,-1,0,23,16,14,-11
CSc1cccc(CN2CCCC(C(=O)Nc3cccc(-n4cccn4)c3)C2)c1 (centres undefined),6,9,-2,-2,8,11,9,2
CC1=CN2C(=N)/C(=C/c3cn(CCCOc4ccccc4C)c4ccccc34)C(=O)N=C2S1,-31,5,-8,-1,-6,-18,-21,1
COc1cccc(/C=N/NC(=O)c2cnccn2)c1,-6,-3,11,-2,-6,-16,-10,9
O=C(Nc1nc2c(ccc3ccccc32)s1)c1ccco1,0,-8,-4,3,7,0,11,-13
Cc1ccc(N2CC(C(=O)Nc3nnc(SCC(=O)NCC4CCCO4)s3)CC2=O)cc1 (centres undefined),-3,-3,15,-4,2,0,-2,-12
CCn1c(SCC(=O)Nc2ccccc2-c2ccccc2)nnc1-c1ccoc1C,4,-1,6,-3,-1,0,-1,9
N/C(=N\OS(=O)(=O)c1ccccc1)c1cccnc1,/,-9,/,/,-7,4,-15,6
Cn1cnnc1SCC(=O)Nc1ccc2c(c1)CCC2,-1,-6,14,0,-8,-15,-2,-3
O=C(NCC(=O)N1CCN(C(c2ccccc2)c2ccccc2)CC1)c1ccc(Br)o1,-6,2,-36,-1,-5,-6,17,-12
Cc1ccc(OCC(=O)Nc2ccc(C(N)=O)cc2)cc1,-6,-11,1,0,-12,2,5,6
CCc1nnc(NC(=O)c2cc(-c3ccccc3)nn2-c2ccccc2)s1,-3,12,-22,-5,2,11,-19,2
CCCC(C(=O)NNC(=O)c1cc(C)oc1C)c1ccccc1 (centres undefined),5,2,3,-4,-1,5,0,-7
O=C(CSc1nnc(-c2cccnc2)o1)Nc1ccc(Cl)cc1,0,-4,-4,-3,3,-8,5,2
Cc1onc(-c2ccccc2)c1C(=O)Nc1cccnc1,11,5,-2,-3,-3,-25,11,2
COc1cc(N(C(=O)Cc2cccs2)C(C(=O)NC2CCCCC2)c2cccc(OC)c2OC)ccc1-n1cnnn1 (centres undefined),-6,10,8,-2,13,12,-10,-18
CC(NC(=O)OC1CCCCC1)N1C(=O)C2C3C=CC(C3)C2C1=O (centres undefined),-6,10,-4,-4,6,5,-30,-18
Cc1cc2c(C)cc(=O)[nH]c2cc1NC(=O)CCl,16,-14,-20,-2,-15,20,-5,0
COC(=O)Cn1c(C(F)(F)F)nc2ccccc21,5,0,-6,-2,-4,-9,1,2
CC1CN(Cc2ccccc2)C(=S)N(c2ccccc2)C1=O (centres undefined),/,-12,/,/,-1,6,16,4
COc1ccc(NC(=O)CN(C)C(=O)C2CC(=O)N(c3cccc4ccccc34)C2)cc1 (centres undefined),16,-1,22,-4,0,-8,8,0
CNC(=S)N/N=C(\C)c1cccc([N+](=O)[O-])c1,2,-11,12,-1,-22,1,-9,-6
CCc1nnc(NC(=O)c2ccc(S(=O)(=O)N(C)Cc3ccccc3)cc2)o1,-22,-1,0,1,9,-25,8,-2
CN1C(=O)NC(c2ccc([N+](=O)[O-])cc2)C2=C1CC(C)(C)CC2=O (centres undefined),-8,6,-20,-4,-4,-4,12,-9
COc1ccc(/C=C/C(=O)c2ccc([N+](=O)[O-])o2)cc1OC,-23,/,-126,21,/,24,49,1
O=C(NCc1ccncc1)C(=O)Nc1nccs1,-7,1,-10,-4,-21,-5,9,-6
COC(=O)c1c(NC(=O)CN2CCC3(O)CCCCC3C2c2cc(OC)ccc2OC)sc(C)c1C (centres undefined),-11,8,-5,6,6,10,11,-8
CC1CCc2c(sc(NC(=O)c3ccc(Cn4cc(Br)cn4)o3)c2C(N)=O)C1 (centres undefined),-16,2,6,-5,4,-8,9,-24

# Sorted by formula weight (high to low): 6 of the compounds above
SMILES,UBC13 inh,CXCR6 inh,APJ antag,APJ agonist,EBI2 block,Gli-Sufu block,CCR6 antag,ATG4B inhibitor
COC(=O)c1c(NC(=O)CN2CCC3(O)CCCCC3C2c2cc(OC)ccc2OC)sc(C)c1C (centres undefined),-11,8,-5,6,6,10,11,-8
CC(C)CCNC(=O)CN(Cc1ccco1)C(=O)c1snc(C(N)=O)c1N,26,2,-6,-3,-13,8,9,-4
COc1cccc(-c2nc(Cc3ccc(OC)c(OC)c3)no2)c1,-2,-2,-23,2,-11,-6,9,-13
COc1ccc(Nc2ncnc3c2oc2ccccc23)cc1,5,6,9,-3,-4,6,26,-6
N#CC(C#N)=Cc1c[nH]c(=O)c(C#N)c1Nc1ccccc1,3,2,-1,-2,-7,1,0,-10
O=C(NCc1ccncc1)C(=O)Nc1nccs1,-7,1,-10,-4,-21,-5,9,-6
